S100A4 MyoIIA – inhibitors of S100A4-myosin IIA peptide binding, primary screen, biochemical, fluorescence polarization, TAMRA-MyoIIA peptide. Protein S100-A4 (Homo sapiens), P26447. inhibition, % at 10.7 µM. 360,000 tested, 0.14% active. AID 652163, 2013;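 active means mean inhibition of at least 70% across replicates, with every replicate also reaching that level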
Target sequence (P26447 whole entry, looked up): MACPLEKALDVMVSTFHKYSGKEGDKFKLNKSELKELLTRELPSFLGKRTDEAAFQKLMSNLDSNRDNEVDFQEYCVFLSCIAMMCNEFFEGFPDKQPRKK
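assay system = human S100A4 monomer with TAMRA-labelled myosin IIA peptide | also added = labelled myosin peptide probe, 5 nM | incubation = 5 min between mix addition and reading | control set = DMSO and TFP controls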
esBAF inh – Bmi1 luciferase reporter increase in mESCs, primary screen, esBAF inhibitor project, mouse ES cells, Bmi1 luciferase knock-in, single point; AID 602393, 2012; reporter increase, % at 12.5 µM; 350,000 tested, 2% active; 24 h; 100% = twice the neutral-well signal; in the data active means activation above about 40%;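 further: 0% = median of the plate's neutral control wells and 100% = double that signal; a rise in the Bmi1 reporter signal indicates esBAF inhibition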
SIRT5 block – SIRT5 desuccinylase inhibitors, primary screen, biochemical, fluorescence imaging, single point, set 5 | NAD-dependent protein deacylase sirtuin-5, mitochondrial (Homo sapiens), Q9NXA8 | Purified SirT5, succinyl-peptide AMC, trypsin-coupled fluorescence | inhibition, % at 15 µM | 330,000 tested, 1.1% active; in the data active means inhibition above about 15%
Target sequence (Q9NXA8 whole entry, looked up): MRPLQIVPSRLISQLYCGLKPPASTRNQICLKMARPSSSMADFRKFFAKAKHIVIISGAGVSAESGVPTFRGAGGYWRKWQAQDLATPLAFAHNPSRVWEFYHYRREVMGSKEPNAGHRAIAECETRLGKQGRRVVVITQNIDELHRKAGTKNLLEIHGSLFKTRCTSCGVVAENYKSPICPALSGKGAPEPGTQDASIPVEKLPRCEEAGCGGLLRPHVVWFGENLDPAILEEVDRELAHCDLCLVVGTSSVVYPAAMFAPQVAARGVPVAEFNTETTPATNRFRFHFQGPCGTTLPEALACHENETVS
LGR2 inh – inhibitors of bursicon-induced LGR2 CRE-luciferase signal, primary screen, cell-based, HEK293, CRE-luciferase reporter, bursicon stimulation. Drosophila bursicon receptor LGR2 (rickets). bursicon-stimulated, 4 h. inhibition, % at 9.99 µM. 380,000 tested, 0.35% active;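 active means drop in luminescence signal, shown as inhibition above about 50% in the replicate tests, limit read from the data, passing the limit was not always enough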;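 further: agonist challenge used bursicon conditioned medium at about half maximal strength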
FN deposition inh – inhibitors of fibronectin matrix deposition, primary screen, AH1F cells, Alexa488-fibronectin fluorescence, plate reader; AH1F fibroblasts, overnight; inhibition, % at 12.6 µM; 350,000 tested, 0.086% active; AID 743247, 2014;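 active means mean inhibition across replicates of 30% or more, regardless of how many single replicates reach that level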;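 further: positive control wells lacked labelled fibronectin entirely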
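test system = AH1F fibroblasts assembling fluorescent fibronectin matrix | quantity = 10000 AH1F cells per well | buffer or medium = DMEM plus 2% serum, read in PBS | doses = single dose, pinned | incubation = 1 h cell attachment, overnight exposure to compound and label | detection = fluorescence at 485 nm excitation, 525 nm emission | read-out basis = inhibition from reduced deposited-fibronectin fluorescence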
CASP6 VEID inh – human caspase-6 inhibitors, primary screen, biochemical, VEID-R110 fluorescence, single point, set 2; purified caspase-6, Z-VEID-R110 cleavage fluorescence; inhibition, % at 12.5 µM; 350,000 tested, 0.53% active;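 active means mean inhibition across replicates at least about 35%, with every replicate also reaching that limit, limit read from the data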;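 further: 0% = median of neutral control wells and 100% = no fluorescence left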
Target sequence (P55212 24-179 limits assumed): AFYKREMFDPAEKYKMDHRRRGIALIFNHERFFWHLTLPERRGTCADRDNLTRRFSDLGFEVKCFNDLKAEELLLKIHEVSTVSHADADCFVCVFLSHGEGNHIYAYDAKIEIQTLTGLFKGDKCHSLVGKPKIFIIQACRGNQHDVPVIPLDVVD
Target sequence (P55212 194-293 limits assumed): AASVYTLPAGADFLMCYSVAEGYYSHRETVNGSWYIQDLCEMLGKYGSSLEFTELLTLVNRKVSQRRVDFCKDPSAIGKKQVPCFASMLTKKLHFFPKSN
Statin myotox sup – suppressors of statin myotoxicity in C2C12 myotubes, primary screen, cell-based, single point, plate reader; C2C12 myotubes + simvastatin, ATP luminescence, 48 h; scaled: DMSO 0, geranylgeraniol control 100; rescue of ATP level, % at 7.49 µM; 330,000 tested, 0.78% active; AID 602340, 2012;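 active means mean ATP rescue above about 67%, or every replicate alone reaching that limit, limit read from the data, passing the limit was not always enough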;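 further: myotubes were challenged with 10 µM simvastatin during compound exposure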
* hit, by the source's call; nt = no result given; & = joins results of further samples.

entry	Compound	S100A4 MyoIIA	esBAF inh	SIRT5 block	LGR2 inh	FN deposition inh	CASP6 VEID inh	Statin myotox sup
1	COc1ccc(-c2nn(-c3ccccc3)cc2CNC[C@H]2O[C@@H](n3cnc4c(N)ncnc43)[C@H](O)[C@@H]2O)cc1	-5	-5	1	-30	-6	2	-17
2	O=C(COc1ccccc1Br)Nc1ccc(S(=O)(=O)N2CCCC2)cc1	-1	5	-1	-12	-6	0	3
3	O=C(CN1CCN(C2CCS(=O)(=O)C2)CC1)N1N=C(c2ccc(Cl)cc2)CC1c1ccco1 (stereo not given)	8	10	0	-5	-2	3	20
4	CCCC(=O)Nc1ccccc1-c1nnc(SCC)[nH]c1=O	-2	0	0	5	7	5	22
5	C[C@@H]1CN([C@@H](C)CO)C(=O)Cc2cc(NC(=O)CCCCCC(=O)Nc3ccccc3N)ccc2O[C@H]1CN(C)C(=O)Nc1ccc2c(c1)OCO2	8	nt	4	5	nt	0	nt
6	O=C1OC(c2ccc3ccccc3c2O)(c2ccc3ccccc3c2O)c2ccccc21	-7	21	1	-28	nt	0	5
7	O=C(NCC[C@H]1CC[C@@H](NC(=O)C2CCC2)[C@H](CO)O1)c1cc(Cl)cc(Cl)c1	6	1	-3	3	-11	0	1
8	C[C@@H]1CN([C@@H](C)CO)C(=O)c2cccc(NC(=O)NC3CCCCC3)c2O[C@H]1CN(C)S(C)(=O)=O	2	3	-8	-3	nt	-4	-12
9	O=C(Nc1cccc(Cl)c1)N1C[C@@H]2[C@H](c3ccccc31)[C@H](CO)N2C(=O)c1cccnc1	nt	0	nt	1	nt	nt	30
10	C/C=C/c1cnc2c(c1)C(=O)N([C@@H](C)CO)C[C@H](C)[C@@H](CN(C)Cc1cncnc1)O2	1	-7	-1	10	5	0	-8
11	CCOC(=O)C1(Cc2ccccc2C(F)(F)F)CCN(Cc2ccon2)CC1	43	nt	6	8	3	2	nt
12	O=C(NCc1nc2ccccc2[nH]1)C1=C[C@@H](c2ccccc2)C[C@@H](OCc2ccc(CO)cc2)O1	2&-25	-3	0	-6	3	1&2	4
13	Cc1nn(CCCC(=O)NCc2ccc(F)cc2)c(C)c1[N+](=O)[O-]	-1	nt	0	6	-2	1	nt
14	CN(C(=O)CN1C(=O)c2ccc([N+](=O)[O-])cc2C1=O)C1CCCCC1	-3	-5	nt	9	nt	-3	2
15	O=C(NCc1cccc(C(F)(F)F)c1)c1csc([C@@H]2C[C@H](O)[C@@H](CO)O2)n1	-2	-7	-3	-2	nt	1	-9
16	CCn1c(=O)c(CCC(=O)N2CCN(c3ccccn3)CC2)c(C)c2c(C)nn(-c3ccccc3)c21	2	-1	0	0	-1	0	-11
17	O=[N+]([O-])c1ccc(CSc2ccc(S(=O)(=O)N3CCOCC3)cn2)cc1	9	-1	-5	-3	0	4	12
18	COc1ccc2c3c([nH]c2c1)[C@@H](CO)N(C(=O)NC(C)C)CC31CN(C(=O)NC(C)C)C1	-2	nt	5	-12	nt	12	nt
19	CCOc1c(C)cnc2c1c(=O)n(Cc1cccc(Cl)c1)c(=O)n2C	2	-4	2	2	3	1	33
20	C/C=C/c1ccc2c(c1)O[C@@H](CN(C)C(=O)NC1CCCC1)[C@H](C)CN([C@H](C)CO)S2(=O)=O	4	-2	1	-8	-1	2	5
21	CC(=O)Nc1c(-c2ccc(Cl)cc2)c(=O)c2ccccc2n1C	4	-5	-3	11	6	-4	8
22	O=C(CN1C(=O)NC2(CCCCC2)C1=O)N1CCN(S(=O)(=O)c2ccccc2)CC1	-4	1	0	9	-3	-2	1
23	CCN1C(=O)[C@@H]2[C@@H](c3ccc(-c4cc(C(C)=O)cs4)cc3)N3CCC[C@@]3(C(=O)OC)[C@@H]2C1=O	0	nt	nt	12	-15	2	nt
24	Cc1ccc(-n2nc3c(=O)n(CC(=O)NCCc4ccc(Cl)cc4)nc(C)c3c2C)cc1	1	10	0	-7	-1	-2	7
25	C[C@H](CO)N1C[C@H](C)[C@H](CN(C)CC2CC2)Oc2ccc(NC(=O)C3CC3)cc2C1=O	-4	-4	8	1	nt	-3	-3

New compounds follow.
entry	Compound	S100A4 MyoIIA	esBAF inh	SIRT5 block	LGR2 inh	FN deposition inh	CASP6 VEID inh	Statin myotox sup
26	C#CCOCCOCCOCCNc1nc(N2CCN(C(=O)[C@H](C(C)C)n3cc(CCO)nn3)CC2)nc(N2CCN(C(=O)[C@H](CCCCN)n3cc(CCCC)nn3)CC2)n1	-1	-5	-4	4	-14	-6	-5
27	Cc1ccc(NC(=O)CN(C)S(=O)(=O)c2ccc3c(c2)n(C)c(=O)c(=O)n3C)c(C)c1	1	-8	-3	5	-14	-2	-6
28	COCC(=O)Nc1ccc(N2CCCC2)c(S(=O)(=O)Nc2ccccc2OC)c1	-6	-3	-3	4	-6	8	14
29	CC(C)NC(=O)N(C)C[C@H]1Oc2c(NS(=O)(=O)c3cn(C)cn3)cccc2C(=O)N([C@H](C)CO)C[C@@H]1C	-17&-3	-2&-6	-2&-1	-2&3	-7&11	2&1	-4
30	Cc1ccc(S(=O)(=O)Nc2ccc3c(c2)C(=O)N([C@H](C)CO)C[C@H](C)[C@@H](CN(C)C(=O)NC(C)C)OCCCC[C@@H](C)O3)cc1	-57	0	1	-2	3	-1	nt
31	CN(Cc1cccnc1)C(=O)c1cc(S(=O)(=O)Nc2ccccc2F)ccc1Cl	-6	2	-1	-9	6	-3	10
32	CC1Cc2ccccc2N1C(=O)CO/N=C/c1ccccc1OC(F)F (stereo not given)	-6	-3	-25	-6	-1	0	-15
33	CC1CCN(CCCNC(=O)c2cc3c(=O)n(C)c4ccccc4c3n2C)CC1	-2	-7	nt	-7	-5	-34	10
34	CCNC(=S)NC1CC2CCCC(C1)N2Cc1ccc(C)cc1 (stereo not given)	-2	-9	6	-7	5	-6	0
35	CCC(C)CCCCNC1=NCCS1 (stereo not given)	5	nt	4	-1	nt	-5	nt
36	COc1ccc(CC(=O)Nc2cccc(-c3ccc4nncn4n3)c2)cc1OC	1	nt	-2	5	6	2	nt
37	Cc1c(-c2ccccc2)sc2nc[nH]c(=S)c12	-4	15	0	nt	-6	-1	0
38	CO[C@@H]1CN(C)C(=O)c2cc(NC(=O)NC(C)C)ccc2OC[C@@H](C)N(C)C[C@@H]1C	4	-2	-3	-12	6	2	-4
39	C=CCOc1ccc(CNc2ccc(NC(=O)CC(C)C)cc2)cc1OC	0	nt	-4	7	1	0	nt
40	NC(=O)c1ccc(NC(=O)c2cccc3c2OCCCO3)cc1	2	-7	-3	-7	4	1	4
41	Cc1ccc(SCCN2CCN(C)CC2)cc1	1	-1	0	9	2	0	6
42	Cc1ccccc1S(=O)(=O)N[C@H]1CC[C@@H](CCn2cc(-c3ccc(F)cc3)nn2)O[C@H]1CO	-7	5	2	-2	-11	32	-2
43	O=C(Nc1ncccc1O)C1CCN(S(=O)(=O)c2ccc3ccccc3c2)CC1	22	nt	0	18	6	7	nt
44	CN1CCN(C(=O)C[C@@H]2CC[C@H]3[C@@H](COC[C@H](O)CN3Cc3cccc(Cl)c3)O2)CC1	11	-7	-4	-12	-9	-2	2
45	CC1CCCCN1CCNc1nc(=S)[nH]c2ccccc12 (stereo not given)	nt	-2	nt	-8	-11	nt	5
46	O=C(O)C1CCCN1S(=O)(=O)c1ccc(Cl)cc1 (stereo not given)	0	2	1	-3	-9	0	13
47	C[C@H](CO)N1C[C@H](C)[C@@H](CN(C)C(=O)C2CC2)Oc2cc(C#CCN(C)C)ccc2S1(=O)=O	nt	2	nt	2	-13	nt	-26
48	C/C=C/c1ccc2c(c1)O[C@H](CN(C)C(=O)Nc1cc(F)ccc1F)[C@@H](C)CN([C@H](C)CO)S2(=O)=O	9	-3	3	4	nt	-2	0
49	O=C(CCc1nnc(CCCCc2ccccc2)o1)N1CCCCC1CCO (stereo not given)	5	nt	-4	6	6	-3	nt
50	O=C(Nc1ccc(S(=O)(=O)Nc2ncccn2)cc1)C(F)(F)F	4	0	-8	12	-12	2	23

Random excerpt: 4 records from the list, in no set order.
entry	Compound	S100A4 MyoIIA	esBAF inh	SIRT5 block	LGR2 inh	FN deposition inh	CASP6 VEID inh	Statin myotox sup
26	C#CCOCCOCCOCCNc1nc(N2CCN(C(=O)[C@H](C(C)C)n3cc(CCO)nn3)CC2)nc(N2CCN(C(=O)[C@H](CCCCN)n3cc(CCCC)nn3)CC2)n1	-1	-5	-4	4	-14	-6	-5
28	COCC(=O)Nc1ccc(N2CCCC2)c(S(=O)(=O)Nc2ccccc2OC)c1	-6	-3	-3	4	-6	8	14
27	Cc1ccc(NC(=O)CN(C)S(=O)(=O)c2ccc3c(c2)n(C)c(=O)c(=O)n3C)c(C)c1	1	-8	-3	5	-14	-2	-6
25	C[C@H](CO)N1C[C@H](C)[C@H](CN(C)CC2CC2)Oc2ccc(NC(=O)C3CC3)cc2C1=O	-4	-4	8	1	nt	-3	-3

(cont.)
entry	Compound	S100A4 MyoIIA	esBAF inh	SIRT5 block	LGR2 inh	FN deposition inh	CASP6 VEID inh	Statin myotox sup
51	CCOC(=O)N1CCN(CC(c2ccccc2)c2ccccc2)CC1	-2	1	5	11	-9	1	11
52	COc1ccccc1CNS(=O)(=O)c1cc(C(=O)NCc2ccccn2)c(Cl)cc1Cl	0	-3	-6	7	1	0	6
53	O=C(Nc1ccc2c(c1)OCO2)c1ccc2sc([C@@H]3O[C@H](CO)[C@H](O)[C@H](O)[C@H]3O)nc2c1	-14	9	nt	-14	-13	4	2
54	O=[N+]([O-])c1ccc(CN2CC(N3CC=CC3)CS2(=O)=O)cc1 (stereo not given)	6	-1	nt	1	nt	0	-7
55	CCCCNC(=O)c1ccc2c(c1)C(=O)N(Cc1ccncc1)C2=O	0	nt	-2	-6	nt	1	nt
56	O=C(Nc1ccccc1)Nn1cnnc1	-2	-2	0	3	-5	0	0
57	O=C(Nc1nc2ccccc2[nH]1)C1CCN(C(=O)c2ccc(F)cc2)CC1	-16	nt	0	-10	5	0	nt
58	Cc1ccc(S(=O)(=O)N2CCC(C(=O)N3CCCC(C(F)(F)F)C3)CC2)cc1C (stereo not given)	-3	-4	3	7	-2	0	-7
59	CN1CCN(Cc2c(O)ccc3cc(-c4ccccn4)c(=O)oc23)CC1	0	-1	-98	-12	4	5	2
60	O=C(CCCN1C(=O)/C(=C/c2cccc(Br)c2)SC1=S)Nc1ccccn1	nt	-10	nt	nt	8	nt	-7
61	CC1C(=O)CC2C3(C)CCC2(C(C)C(=O)O)C(=O)C13 (stereo not given)	-2	6	6	nt	nt	0	1
62	O=S(=O)(c1ccc(SCCOc2ccccc2)nc1)N1CCCC1	-3	5	2	6	-5	-2	9
63	COc1ccc(-c2ccc(=O)[nH]n2)cc1	-3	0	-2	13	nt	-2	2
64	COC(=O)C1=C(C)N(Cc2ccccc2C(F)(F)F)C(=NCc2ccccc2C(F)(F)F)NC1c1ccc(Cl)cc1 (stereo not given)	2	nt	nt	-17	-18	-6	nt
65	CCS(=O)(=O)N1CCC2(CC1)CN(Cc1cc(F)ccc1F)[C@H](CO)c1c2c2ccc(OC)cc2n1C	14	nt	5	8	nt	0	nt
66	CC(=O)Nc1ccc2c(c1)Cc1c-2cc(Cl)c(NC(C)=O)c1Cl	-2	11	nt	-25	nt	0	0
67	CCOc1ccc2[nH]c(=O)c(CN(Cc3nnnn3Cc3ccco3)C3CCCCC3)cc2c1	nt	-14	nt	16	nt	nt	4
68	Cc1ccc(-c2nc(CS(=O)(=O)CC(=O)NC3CCCCCC3)c(C)o2)cc1	9	4	-5	0	1	-2	-8
69	CCCNC(=O)C[C@H]1C[C@@H]2c3cc(NC(=O)Nc4ccccc4)ccc3O[C@@H]2[C@H](CO)O1	nt	0	nt	8	1	nt	2
70	CCN(CC)CCCN(Cc1cc2cc3c(cc2[nH]c1=O)OCO3)C(=S)NCCCN(C)C	1	-7	-4	-20	22	-64	3

Compound activity from PubChem.

These rows are one share of the data (hit frequency here may not be typical).
